EPAC2 antagonist = blocks human EPAC2 exchange factor. AID 720708. Potency, µM (series often up to 114 µM), without a hit: at the highest dose activity, negative = inhibition, actives largely listed as inhibitors. actives 0.18% (n = 360,000). Q8WZA2. EPAC2 GEF exchange of Rap1B-BODIPY-GDP, fluorescence; further: potency means the concentration at half of the fitted maximal effect; on the % scale 0 is the no-effect control and ±100 the full control effect; nearly all actives have a fitted effect of over 45% in size; many of its hits are not listed in these tables
Target sequence (Q8WZA2 whole entry, looked up): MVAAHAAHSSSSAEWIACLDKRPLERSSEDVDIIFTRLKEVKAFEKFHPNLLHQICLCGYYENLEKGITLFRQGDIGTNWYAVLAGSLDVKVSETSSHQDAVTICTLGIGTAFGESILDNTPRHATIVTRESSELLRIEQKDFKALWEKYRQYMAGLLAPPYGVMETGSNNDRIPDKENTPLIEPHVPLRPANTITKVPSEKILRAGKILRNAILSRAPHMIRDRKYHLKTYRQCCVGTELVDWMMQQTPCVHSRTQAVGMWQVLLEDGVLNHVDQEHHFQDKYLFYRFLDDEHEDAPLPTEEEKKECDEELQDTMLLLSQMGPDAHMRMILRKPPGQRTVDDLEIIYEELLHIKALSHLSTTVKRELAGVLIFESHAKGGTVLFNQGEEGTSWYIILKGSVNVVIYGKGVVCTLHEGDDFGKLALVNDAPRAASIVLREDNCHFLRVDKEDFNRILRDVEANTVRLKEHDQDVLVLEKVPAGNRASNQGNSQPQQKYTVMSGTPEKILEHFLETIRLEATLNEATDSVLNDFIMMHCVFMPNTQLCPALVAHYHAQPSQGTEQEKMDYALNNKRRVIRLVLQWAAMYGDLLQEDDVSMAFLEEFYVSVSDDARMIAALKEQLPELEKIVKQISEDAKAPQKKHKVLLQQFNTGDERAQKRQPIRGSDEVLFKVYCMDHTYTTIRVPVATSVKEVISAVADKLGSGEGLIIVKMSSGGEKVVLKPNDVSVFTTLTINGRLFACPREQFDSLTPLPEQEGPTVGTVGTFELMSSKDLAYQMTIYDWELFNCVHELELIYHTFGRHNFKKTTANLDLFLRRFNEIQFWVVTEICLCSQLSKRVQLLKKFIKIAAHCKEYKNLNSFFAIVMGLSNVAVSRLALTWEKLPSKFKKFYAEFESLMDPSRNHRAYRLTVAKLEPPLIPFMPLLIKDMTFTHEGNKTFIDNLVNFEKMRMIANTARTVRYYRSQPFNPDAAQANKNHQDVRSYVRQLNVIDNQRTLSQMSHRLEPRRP
TDP-43 yeast inh = rescues yeast growth from TDP-43 toxicity | TDP-43 expressing yeast growth rescue, BacTiter-Glo, 24 h | AID 652104 | Potency, µM (doses to about 46.1 µM), without a hit: at the highest dose growth rescue (activation), hits mostly activators | actives 1.8% (n = 410,000); further: potency means the concentration at half of the fitted maximal effect; % of control where 0% means no effect; nearly all actives have a fitted effect of over 50% in size
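Galactose-induced TDP-43 yeast, OD600=0.02, compound pinned; 24 hr, 30 deg C; BacTiter-Glo luminescence for growth. Inhibitors of TDP-43 toxicity read as activators.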
EPAC2 ag = agonists of human EPAC2 (RAPGEF4); Q8WZA2; EPAC2 activation, biochemical qHTS; response scale: 100% = 6.5 mM cAMP response; Potency, µM (series often up to 154 µM), for the others: at the highest dose activation, usual class: activators; actives 0.079% (n = 360,000); further: potency means the concentration at half of the fitted maximal effect; nearly all actives have a fitted effect of over 50% in size
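qHTS, titration series. 100 nM EPAC2 / 250 nM Rap1B-BODIPY-GDP / 50 uM GDP; RT; ex 480/em 540 nm, 5-min reads to 30 min. Norm. to 6.5 mM cAMP = activation.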
D3 ag = agonists of human D3 dopamine receptor | D3R DiscoveRx beta-arrestin cells, luminescence, 90 min | actives 0.58% (n = 410,000) | P35462 | max activation, %; in the data active means max activation above about 30%; further: 0% is about no effect; mostly tested at two doses, the higher about 12 µM
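Cells at 1500/well, incubated overnight, then treated with pinned compounds (dopamine as control) for 90 min at 37 degrees C. DiscoveRx reagent added for 30 - 60 minutes at room temperature; luminescence read.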
D3 antag = blocks the human D3 dopamine receptor; D3R cells, DiscoveRx beta-arrestin luminescence, antagonist mode; active compounds read low; max response, negative = inhibition, %; actives 2.5% (n = 360,000); in the data active means max response below about -50%; inconclusive means no clear call, values can overlap the other calls; further: on the % scale 0 is the no-effect control and ±100 the full control effect; mostly tested at two doses, the higher about 12 µM
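Cells expressing the human receptor were seeded at 1500 cells/well, incubated overnight at 37 degrees C in 5% CO2, then exposed to library compounds with dopamine controls for 90 minutes at 37 degrees C before luminescent detection.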
aSyn yeast inh = inhibitors of alpha-synuclein toxicity in yeast; Yeast expressing alpha-synuclein, growth rescue, BacTiter-Glo, 24 h; Potency, µM (top dose mostly 46.1 µM), for the others: at the top dose growth rescue (activation), most hits filed as activators; actives 0.14% (n = 370,000); AID 652106; further: potency means the concentration at half of the fitted maximal effect; % of control where 0% means no effect; nearly all actives have a fitted effect of over 65% in size
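Galactose-induced alpha-syn yeast (OD600=0.02, raffinose-pregrown) + pinned cpd, 24 hr, 30 deg C; growth by BacTiter-Glo luminescence. Growth restoration scores as activation.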
Abeta rescue = A-beta toxicity reversal in yeast; Potency, µM (series often up to 46.1 µM), without a hit: at the top dose growth rescue, most hits filed as activators; actives 0.063% (n = 410,000); yeast expressing A-beta42, growth rescue, OD600, 48 h; response scale: 0% DMSO, 100% iron-clioquinol control; further: potency means the concentration at half of the fitted maximal effect; nearly all actives have a fitted effect of over 55% in size
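Yeast A-beta toxicity model in growth medium with pinned compounds, 48 h at 30 C; growth read as absorbance at 600 nm. Normalized to FeCl3/clioquinol equimolar mix (positive) and DMSO (negative).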
FUS yeast rescue = FUS proteinopathy suppression in yeast; S. cerevisiae FUS-expressing, growth rescue, OD600, 24 h; Potency, µM (titrated, usually from 76.6 µM), for inactives: at the highest dose growth rescue (activation), most hits filed as activators; actives 0.24% (n = 390,000); AID 1347120;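 further: potency means the concentration at half of the fitted maximal effect; plate controls were DMSO vehicle for no effect and reference control for full effect; nearly all actives have a fitted effect of over 55% in size; some results filed as inactive show a strong effect at the top dose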
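S. cerevisiae expressing FUS from galactose induction served as the toxicity model. Growth after 24hr at 30C, read as absorbance at 600 nm, indicates suppression of toxicity; compounds dosed at several concentrations.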
An asterisk follows results filed as active; & = joins results of further samples; [ ] = remark or other dose. Unless noted, the call rests on the fitted dose curve; in most records, active means well fitted curve in the direction sought with a large enough effect; inconclusive means small, poorly fitted or top-dose-only effect, or another doubt; inactive means no such curve, though single readings can be large; an effect the other way counts as inactive or inconclusive. A portion of the library (hit frequency here may not be typical).

Results for CN(C)CCN(CC1CCCN(Cc2ccccc2F)C1)C(=O)c1ccc(Cl)cc1 (stereo unspecified) ?
EPAC2 antagonist: 0%; TDP-43 yeast inh: -1%; EPAC2 ag: -4%; D3 ag: -16; D3 antag: -10; aSyn yeast inh: 1%; Abeta rescue: 7%; FUS yeast rescue: 15%

Results for Cn1c(=NC(=O)CSCC(=O)N2CCOCC2)sc2ccccc21 ?
EPAC2 antagonist: -27%; TDP-43 yeast inh: 23%; EPAC2 ag: -14%; D3 ag: 3; D3 antag: -23; aSyn yeast inh: 6%; Abeta rescue: 6%; FUS yeast rescue: -8%

How did O=C(CSCc1ccccc1Br)N/N=C/c1ccc2c(c1)OCO2 do in these assays?
EPAC2 antagonist: -4%; TDP-43 yeast inh: 18µM*; EPAC2 ag: 5%; D3 ag: 21; D3 antag: 31; aSyn yeast inh: -7%; Abeta rescue: -12%

How did Cc1ccccc1NC(=S)N1CCC(C(=O)c2ccc(F)cc2)CC1 do in these assays?
EPAC2 antagonist: -5%; TDP-43 yeast inh: 17%; EPAC2 ag: 4%; D3 ag: -10; D3 antag: -11; aSyn yeast inh: 0%; Abeta rescue: 9%; FUS yeast rescue: 1%

How did CCOC(=O)C1C(C(=O)OC)=C(c2ccc(OC)cc2)c2ccccc2N1S(=O)(=O)C(F)(F)F (stereo unspecified) do in these assays?
EPAC2 antagonist: -30%; TDP-43 yeast inh: 8%; EPAC2 ag: -2%; D3 ag: 7; D3 antag: 50; aSyn yeast inh: -10%; Abeta rescue: 0%; FUS yeast rescue: 30%

Results for CCOC(=O)c1c(Nc2cccc(C)c2)nnc(-c2ccccc2)c1-c1ccccc1 ?
TDP-43 yeast inh: 7%; D3 ag: 24; aSyn yeast inh: 5%; Abeta rescue: 7%; FUS yeast rescue: 26%

What do the screens show for `CCn1c(SCC(=O)c2ccccc2)nnc1-c1cccnc1`?
EPAC2 antagonist: 0%; TDP-43 yeast inh: -12%; EPAC2 ag: 0%; D3 ag: 0; D3 antag: -7; aSyn yeast inh: -4%; Abeta rescue: -2%; FUS yeast rescue: 7%

What do the screens show for `COc1ccc(-n2c(SCC(=O)NCc3cccs3)nnc2-c2ccoc2C)cc1`?
EPAC2 antagonist: -5%; TDP-43 yeast inh: 0%; EPAC2 ag: 12%; D3 ag: -5; D3 antag: -15; aSyn yeast inh: 1%; Abeta rescue: 11%; FUS yeast rescue: 21%

How did CC(=O)Nc1nonc1-c1nc2ccccc2n1CC1CC1 do in these assays?
EPAC2 antagonist: -6%; TDP-43 yeast inh: 0%; EPAC2 ag: 4%; D3 ag: 2; D3 antag: 0; aSyn yeast inh: 0%; Abeta rescue: -9%; FUS yeast rescue: 31%

What do the screens show for `CCN(CC)C(=O)CSc1nc2c(sc(=S)n2-c2ccccc2)c(=O)n1-c1ccc(OC)c(OC)c1`?
EPAC2 antagonist: -1%; TDP-43 yeast inh: -3%; EPAC2 ag: 3%; D3 ag: -3; D3 antag: 19; aSyn yeast inh: 4%; Abeta rescue: -2%; FUS yeast rescue: inconclusive

What do the screens show for `CNC(=O)COC(=O)c1ccccc1C(=O)c1ccc(Cl)c([N+](=O)[O-])c1`?
EPAC2 antagonist: -4%; TDP-43 yeast inh: -6%; EPAC2 ag: 11%; D3 ag: 0; D3 antag: -61*; aSyn yeast inh: 5%; Abeta rescue: 2%; FUS yeast rescue: -32%

Results for CCCCn1nc(NS(=O)(=O)c2cccc3nonc23)c2cc3cccc(C)c3nc21 ?
EPAC2 antagonist: -16%; TDP-43 yeast inh: 12%; EPAC2 ag: -1%; D3 ag: -7; D3 antag: 9; aSyn yeast inh: 8%; Abeta rescue: 4%; FUS yeast rescue: -1%

How did COC(=O)c1ccccc1NC(=O)CSc1nc2ccsc2c(=O)n1CCCCC(=O)O do in these assays?
EPAC2 antagonist: 10%; TDP-43 yeast inh: 5%; EPAC2 ag: 9%; D3 ag: 4; D3 antag: -20; aSyn yeast inh: -1%; Abeta rescue: -2%; FUS yeast rescue: 6%

How did O=C(NC(Cc1ccc(O)cc1)C(=O)O)c1ccc2c(c1)OCO2 (stereo unspecified) do in these assays?
EPAC2 antagonist: 5%; TDP-43 yeast inh: 4%; EPAC2 ag: 3%; D3 ag: -14; D3 antag: 5; aSyn yeast inh: 0%[1.84 µM]; Abeta rescue: -5%; FUS yeast rescue: -1%

What do the screens show for `CC1(C)CC(=O)/C(=C(\O)Cc2ccccc2)C(=NCCCCCC(=O)O)C1`?
EPAC2 antagonist: 9%; TDP-43 yeast inh: 0%; EPAC2 ag: -7%; D3 ag: -13; D3 antag: inconclusive; aSyn yeast inh: 1%; Abeta rescue: -7%; FUS yeast rescue: 32%

What do the screens show for `COc1ccc(COC(=O)c2ccc(S(=O)(=O)N3CCC(C)CC3)cc2)cc1`?
EPAC2 antagonist: 6%; TDP-43 yeast inh: 1%; EPAC2 ag: -13%; D3 ag: 3; D3 antag: 2; aSyn yeast inh: 0%; Abeta rescue: 4%; FUS yeast rescue: 1%

How did CC12CN3CC(C)(CN(C1)C3c1ccc3c(c1)OCO3)C2O (stereo unspecified) do in these assays?
EPAC2 antagonist: 9%; TDP-43 yeast inh: 4%; EPAC2 ag: 9%; D3 ag: 1; D3 antag: 0; aSyn yeast inh: 1%; Abeta rescue: -10%; FUS yeast rescue: -11%

How did CC(=O)Nc1ccc(C(=O)N(C)c2ccccc2)cc1 do in these assays?
EPAC2 antagonist: -4%; TDP-43 yeast inh: 2%; EPAC2 ag: -2%; D3 ag: -2; D3 antag: -6; aSyn yeast inh: 0%; Abeta rescue: 1%; FUS yeast rescue: 7%

What do the screens show for `COc1cccc(NC(=O)C2CCN(c3cc(C)nc4c(-c5ccc(Cl)cc5)c(C)nn34)CC2)c1`?
TDP-43 yeast inh: 2%; D3 ag: -3; Abeta rescue: -11%; FUS yeast rescue: -20%

How did Cc1nc(NC(=O)c2ccccc2O)sc1C do in these assays?
EPAC2 antagonist: 2%; TDP-43 yeast inh: 5%; EPAC2 ag: -5%; D3 ag: -3; D3 antag: 6; aSyn yeast inh: -5%; Abeta rescue: -5%; FUS yeast rescue: -21%

Results for COc1ccccc1OCC(=O)Nc1ccccn1 ?
EPAC2 antagonist: 11%; TDP-43 yeast inh: 3%; EPAC2 ag: 9%; D3 ag: 2; D3 antag: 19; aSyn yeast inh: 1%; Abeta rescue: 1%; FUS yeast rescue: -13%

Results for Cc1ccc(OCC(=O)n2nc(C)cc2C)c(Br)c1 ?
EPAC2 antagonist: -1%; TDP-43 yeast inh: 13%; EPAC2 ag: -1%; D3 ag: -1; D3 antag: 10; aSyn yeast inh: -1%; Abeta rescue: 17%; FUS yeast rescue: -18%

What do the screens show for `N#C/C(=N\Nc1ccc(S(=O)(=O)N2CCOCC2)cc1)C(N)=S`?
EPAC2 antagonist: 1%; TDP-43 yeast inh: -4%; EPAC2 ag: 2%; D3 ag: 3; D3 antag: inconclusive; aSyn yeast inh: -8%; Abeta rescue: -12%; FUS yeast rescue: 32%

Results for CC(=O)NC(NC(C)=O)c1cccc(OCc2ccccc2)c1 ?
EPAC2 antagonist: -3%; TDP-43 yeast inh: -17%; EPAC2 ag: 2%; D3 ag: 2; D3 antag: 3; aSyn yeast inh: 5%; Abeta rescue: -2%; FUS yeast rescue: 18%

What do the screens show for `CCOC(=O)Nc1c(C(=O)OC)[nH]c2cccc(OC)c12`?
EPAC2 antagonist: -2%; TDP-43 yeast inh: 6%; EPAC2 ag: 1%; D3 ag: -1; D3 antag: -10; aSyn yeast inh: -4%; Abeta rescue: -13%; FUS yeast rescue: 4%

What do the screens show for `COC(=O)c1c(NC(=O)c2ccco2)sc(C)c1C`?
EPAC2 antagonist: 8%; TDP-43 yeast inh: -4%; EPAC2 ag: -1%; D3 ag: 1; D3 antag: 13; aSyn yeast inh: 1%; Abeta rescue: -16%; FUS yeast rescue: 28%

How did COc1cc(C)c(/C=C/C(C)=C/C=C/C(C)=C/C(=O)O)c(C)c1C do in these assays?
EPAC2 antagonist: 10µM*; TDP-43 yeast inh: 10%; EPAC2 ag: -8%; D3 ag: 10&-1; D3 antag: 0; aSyn yeast inh: 7%; Abeta rescue: 14%; FUS yeast rescue: -16%

Results for COc1cccc(N2CC(NC(=O)COc3ccccc3F)CC2=O)c1 (stereo unspecified) ?
TDP-43 yeast inh: 21%; D3 ag: -9; Abeta rescue: 2%; FUS yeast rescue: -4%

Results for O=C1CCC(C(=O)N(Cc2cccs2)C2(C(=O)NC3CCCCC3)CCCCC2)N1 (stereo unspecified) ?
EPAC2 antagonist: 18%; TDP-43 yeast inh: -20%; EPAC2 ag: 0%; D3 ag: 3; D3 antag: -3; aSyn yeast inh: -1%; Abeta rescue: -14%; FUS yeast rescue: 3%

How did Nc1ccnc(=O)[nH]1 do in these assays?
EPAC2 antagonist: 11%; TDP-43 yeast inh: 13%; EPAC2 ag: -7%; D3 ag: 0; D3 antag: 0; aSyn yeast inh: -8%; Abeta rescue: -5%; FUS yeast rescue: -41%

By substructure: the compounds so far containing a thiophene ring, fused or not (4)
What do the screens show for `COc1ccc(-n2c(SCC(=O)NCc3cccs3)nnc2-c2ccoc2C)cc1`?
EPAC2 antagonist: -5%; TDP-43 yeast inh: 0%; EPAC2 ag: 12%; D3 ag: -5; D3 antag: -15; aSyn yeast inh: 1%; Abeta rescue: 11%; FUS yeast rescue: 21%

How did COC(=O)c1ccccc1NC(=O)CSc1nc2ccsc2c(=O)n1CCCCC(=O)O do in these assays?
EPAC2 antagonist: 10%; TDP-43 yeast inh: 5%; EPAC2 ag: 9%; D3 ag: 4; D3 antag: -20; aSyn yeast inh: -1%; Abeta rescue: -2%; FUS yeast rescue: 6%

What do the screens show for `COC(=O)c1c(NC(=O)c2ccco2)sc(C)c1C`?
EPAC2 antagonist: 8%; TDP-43 yeast inh: -4%; EPAC2 ag: -1%; D3 ag: 1; D3 antag: 13; aSyn yeast inh: 1%; Abeta rescue: -16%; FUS yeast rescue: 28%

Results for O=C1CCC(C(=O)N(Cc2cccs2)C2(C(=O)NC3CCCCC3)CCCCC2)N1 (stereo unspecified) ?
EPAC2 antagonist: 18%; TDP-43 yeast inh: -20%; EPAC2 ag: 0%; D3 ag: 3; D3 antag: -3; aSyn yeast inh: -1%; Abeta rescue: -14%; FUS yeast rescue: 3%
